Bioassay records (PubChem BioAssay)
Anthrax LF inh2: anthrax lethal factor protease inhibition. P15917. multiplex microsphere protease cleavage assay, LF. inhibition, % at 10 µM. 0.12% of 360,000 active. AID 588501; note: plate controls were buffer without enzyme for full effect and enzyme alone for no effect
Target sequence (P15917 whole entry, looked up): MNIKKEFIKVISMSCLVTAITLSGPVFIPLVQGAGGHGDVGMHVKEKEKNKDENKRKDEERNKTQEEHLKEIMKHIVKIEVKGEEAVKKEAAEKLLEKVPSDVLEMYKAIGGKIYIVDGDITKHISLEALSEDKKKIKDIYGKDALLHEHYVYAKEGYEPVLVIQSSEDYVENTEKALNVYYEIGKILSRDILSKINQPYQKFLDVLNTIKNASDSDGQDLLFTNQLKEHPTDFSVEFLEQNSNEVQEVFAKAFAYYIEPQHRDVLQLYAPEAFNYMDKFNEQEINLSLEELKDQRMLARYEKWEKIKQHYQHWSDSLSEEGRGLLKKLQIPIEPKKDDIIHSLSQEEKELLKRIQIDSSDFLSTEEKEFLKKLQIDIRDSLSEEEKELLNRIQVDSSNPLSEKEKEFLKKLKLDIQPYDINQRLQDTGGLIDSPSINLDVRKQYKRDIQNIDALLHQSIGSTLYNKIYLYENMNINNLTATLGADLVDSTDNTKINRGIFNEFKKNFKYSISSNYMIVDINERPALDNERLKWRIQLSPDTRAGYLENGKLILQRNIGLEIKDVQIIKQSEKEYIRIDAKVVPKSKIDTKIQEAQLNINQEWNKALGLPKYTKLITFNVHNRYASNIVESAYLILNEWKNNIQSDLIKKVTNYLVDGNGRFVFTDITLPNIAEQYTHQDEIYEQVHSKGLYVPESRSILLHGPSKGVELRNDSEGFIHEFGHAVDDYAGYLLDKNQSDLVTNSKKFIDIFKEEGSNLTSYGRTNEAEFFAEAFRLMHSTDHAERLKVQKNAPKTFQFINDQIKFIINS
BoNT-A LC inh2: blocks Botulinum neurotoxin A light chain protease; 0.17% of 360,000 active; multiplex microsphere protease substrate cleavage, flow cytometry; inhibition, % at 10 µM; AID 588499; note: plate controls were buffer without enzyme for full effect and enzyme alone for no effect
Yp Topo-I inh: inhibitors of Yersinia pestis topoisomerase I. Y. pestis Topo-I cleavage product accumulation, plate reader. activity, % at 10 µM. 0.064% of 360,000 active. AID 504884; in the data active = activity above about 50%, passing the limit was not always enough; inconclusive = no clear call, values can overlap the other calls; note: inactives centre near 2
PrPC surface inh: reduces human prion protein on the cell surface; 0.43% of 370,000 active; cell surface PrPC, TR-FRET read-out; AID 720596; inhibition, % at 13.8 µM; P04156; in the data active = inhibition above about 24%; note: 0% = median of the test wells and 100% = reference compound wells
SSB-PriA inh: inhibitors of Klebsiella pneumoniae PriA binding to SSB C-terminal tail; AlphaScreen SSBct-PriA binding, biotinylated peptide; inhibition, % at 33 µM; 0.6% of 430,000 active; AID 1272365; in the data active = inhibition mostly above about 37%, no sharp cut-off; inactive = mostly below about 20%;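 note: plate controls were negative control peptide for no effect and reference peptide for full effect; strong numbers were not always called active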
BH1578 lux ind: induces V. cholerae light production without autoinducers; activation, % at 18.7 µM; V. cholerae BH1578 lux reporter, luminescence, 6 h; AID 588436; 0.16% of 350,000 active; in the data active = activation mostly above about 9.7%, no sharp cut-off; inconclusive = no clear call, values can overlap the other calls; inactive = mostly below about 3.7%; note: not every result past the cut was called active; inactives centre near 0; reference of the scale not given here
PfHsp40 yeast: compounds rescuing yeast from Plasmodium falciparum HSP40 toxicity | S. cerevisiae expressing PfHsp40, growth rescue, ATP luminescence | growth rescue, % at 12.5 µM | 0.68% of 340,000 active | AID 504582; in the data active = growth rescue above about 28%, passing the limit was not always enough; inconclusive = no clear call, values can overlap the other calls;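 note: yeast W303a lacking pdr1 and pdr3 grown in galactose medium; growth measured after three days at 30 °C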
TcdB inh: inhibitors of Clostridioides difficile toxin B glycohydrolase | P18177 | TcdB glycohydrolase enzymatic assay, plate reader | inhibition, % at 9.99 µM | 0.24% of 350,000 active | AID 652162; in the data active = inhibition above about 10%
SARS 3CLpro inh: SARS-CoV 3CLpro protease inhibition. 0.14% of 290,000 active. recombinant SARS-CoV 3CLpro, quenched FRET peptide cleavage. inhibition, % at 6 µM. P0C6X7; in the data active = inhibition above about 12%
Starred values were filed as active, the others as inactive; i = inactive; ? = inconclusive; nt = no result given; & = joins results of further samples. Cut-off read from the data, not from the text of the source, unless noted: active = inhibition above about 30%; inconclusive = no clear call, values can overlap the other calls; inactive = below that.

SMILES	Anthrax LF inh2	BoNT-A LC inh2	Yp Topo-I inh	PrPC surface inh	SSB-PriA inh	BH1578 lux ind	PfHsp40 yeast	TcdB inh	SARS 3CLpro inh
O=C(NC1CCS(=O)(=O)C1)c1cnccn1 (stereo not drawn)	0	0.7	-4	3	-9	-2.0	0.4	nt	1
CCCOc1ccc(C(=O)ON=C2CCN(C)CC2)cc1	-3	0.0	-6	12	1	i	0.1	1.7	0
NC(=O)c1nsc(C(=O)N(c2ccc(F)cc2)C(C(=O)NC2CCCC2)c2ccncc2)c1N (stereo not drawn)	0	3.5	-5	-11	0	-0.3	-1.2	2.8	-3
CCNc1nc(NCC)n2c(SCc3nc4ccccc4c(=O)[nH]3)nnc2n1	0	0.1	-8	-5	-3	i	1.0	nt	-7
FC(F)(F)c1nnc2ccc(N3CCOCC3)nn12	1	0.8	3	-6	9	i	-0.4	nt	1
C=C(C)CN1C(=O)C(=O)N(CC(=C)C)C1=O	nt	nt	nt	0	-1	nt	nt	0.2	3
COc1cc(CNC(=O)C2CCCC2)cc(OC)c1OC	0	-3.2	-5	10	-21	0.6	1.1	-0.6	3
CC(C)CC(=O)NC(=S)Nc1cccc(NC(=O)c2ccccc2Cl)c1	-2	0.0	6	1	-2	i	2.6	nt	6
CC1CN(C(=O)CCC(=O)N2CCCCC2)c2ccccc2O1 (stereo not drawn)	-7	-0.8	2	-9	-3	-0.1	1.0	0.5	-4
CC(C)C[C@@H]1Cc2[nH]c(=S)[nH]c(=O)c2[C@H](C)O1	0	-0.4	nt	3	nt	nt	nt	-0.7	nt
O=C(CC1SCCNC1=O)Nc1cccc([N+](=O)[O-])c1 (stereo not drawn)	-7	?	3	-19	-1	-0.7	0.6	1.4	-3
O=C(COC(=O)c1ccc(O)cc1)Nc1ccc2c(c1)OCO2	-1	-0.6	3	3	1	-4.3	0.5	1.3	nt
Cc1c(NS(=O)(=O)c2ccc(N3CCCCC3)c([N+](=O)[O-])c2)c(=O)n(-c2ccccc2)n1C	-1	1.1	19	3	-11	i	-1.3	-3.9	3
CC(=O)Nc1cc(-c2cccc(C(=O)NCCO)c2)cn2c(-c3cccc(C(F)(F)F)c3)cnc12	2	0.2	-10	9	nt	-0.4	nt	-0.3	nt
O=C(NCCN1CCOCC1)C(=O)NCC1OCCN1C(=O)c1ccc(Cl)cc1 (stereo not drawn)	-1	-0.7	-2	-3	0	-0.1	-0.6	-0.5	-6
O=C(NC(=S)NC1CCN(Cc2ccccc2)CC1)c1ccc(F)cc1	-4	-2.1	10	-9	0	i	3.7	0.6	3
Cc1ccc(S(=O)(=O)CCC(=O)Oc2ccc(-c3nnco3)cc2)cc1	-3	-1.3	0	-4	1	i	4.8	2.3	nt
Cc1ccc(N2C(=O)c3n[nH]c(C)c3C2c2ccccn2)cc1 (stereo not drawn)	0	2.0	0	5	-6	i	-0.1	nt	4
CS(=O)(=O)N(Cc1ccco1)CC(O)Cn1c2ccccc2c2ccccc21 (stereo not drawn)	2	-0.6	29	-6	0	6.7	1.0	nt	2
CS(=O)(=O)c1ccc(NC(=O)c2cccc(-n3cnnn3)c2)cc1	-7	0.8	-3	2	-5	1.5	-1.2	2.0	nt
CC(=O)c1cccc(NC(=O)Nc2ccc(C(=O)N3CCOCC3)cc2)c1	-3	-0.7	-3	-4	-6	0.4	1.9	nt	-3
NCCN1CCN(S(=O)(=O)c2ccc([N+](=O)[O-])cc2)C=C1c1ccc(Cl)cc1	-6	-0.4	-36	-10	23	i	0.6	1.1	nt
Cc1ccc(CNC(=O)Cc2ccc(-n3cccc3)cc2)cc1	-1	0.2	-12	4	-14	i	-0.4	nt	-2
Cc1oc(-c2ccccc2Cl)nc1CN1CCCCC1CO (stereo not drawn)	-1	-1.2	5	-2	-6	nt	-1.0	-0.5	1
COc1ccc(CCN2CC(C(=O)N3CCC(O)(c4ccccc4)CC3)CCC2=O)cc1 (stereo not drawn)	0	-1.1	4	-2	-7	i	-0.4	2.4	-1
CCn1c(=O)cc(OCC(=O)O)c2ccccc21	2	-0.2	6	0	-3	-11	0.5	nt	1
COc1ccc(/C=C/C(=O)OCC(=O)Nc2cccc(Oc3ccccc3)c2)c(OC)c1	0	-0.1	0	0	-5	-0.3	-2.0	-1.5	0
COc1ccc(S(=O)(=O)N2CCN(c3ncnc4c(-c5ccccc5)nsc34)CC2)cc1	-2	0.8	1	6	-16	i	-0.3	nt	nt
CCOc1ccccc1OCCCC(=O)N(CC)CC(=O)Nc1c(F)cccc1F	-2	-6.6	8	-1	-9	i	0.3	2.6	nt
COc1ccc(NC(=O)COC(=O)c2ccc3ccccc3n2)cc1	-4	-0.1	-1	1	-6	i	0.9	-5.2	nt
CC(C)Oc1ccc(S(=O)(=O)N2CCOCC2)cc1NC(=O)CCCSc1ccccc1	2	-2.9	-8	0	0	i	2.5	-3.1	nt
Cc1cccn2c(=O)c3cc(S(=O)(=O)c4ccc(Br)cc4)c(=N)n(C4CCCCC4)c3nc12	2	5.6	1	3	-4	i	-1.1	1.6	-2
CCCn1c(=O)[nH]c(=O)c2c1nc(-c1ccccc1)n2CCN1CCOCC1	-3	-0.6	-2	4	-30	i	-1.0	nt	4
Cc1oc(-c2ccccc2Cl)[n+]([O-])c1C	0	?	-13	0	2	i	-0.2	1.2	-1
CC(=O)c1c(C)oc2ccc(N(C(=O)c3ccncc3)S(=O)(=O)c3ccccc3)cc12	-4	-0.4	19	9	4	i	-0.1	2.1	4
S=C1NCN(Cc2ccco2)CN1CCc1ccccc1	4	-3.0	0	2	6&6	-0.7	1.2	2.0	2
CCC(C)c1ccc(C2C3=C(Nc4nc(N)[nH]c(=O)c42)c2ccccc2C3=O)cc1 (stereo not drawn)	-3	0.9	-9	0	2	-0.5	-1.0	0.8	3
O=C(Nc1nnc(/C=C/c2ccccc2)s1)c1ccco1	15	-0.7	2	4	4	-0.2	1.6	-0.1	0
CSCC[C@@H](CO)NC(=O)c1ccc2nc(C3CCCCC3)oc2c1	-5	-0.8	0	2	-5	-0.3	-1.3	0.3	1
O=C(O)c1ccccc1NCc1ccncc1	-3	-1.3	-9	2	-4	0.2	-1.1	nt	-6
C[C@H](NC(=O)c1ccc2c(c1)OCO2)c1nnc2ccccn12	-1	-0.5	-8	nt	-8	2.4	-0.6	-5.6	2
Cc1cc(C)nc(SCc2nc(N)nc(-c3ccccc3O)n2)n1	3	-0.1	-7	-4	7	-3.2	0.4	nt	-4
Cc1cc([N+](=O)[O-])ccc1NC(=O)CSc1nncn1-c1cccnc1	-7	-0.4	10	-4	-6	-0.1	-0.9	0.7	-10
COc1ccc(OC)c(S(=O)(=O)Nc2ccc3oc4c(c3c2)C(=O)CCC4)c1	-7	-1.5	0	0	7	-0.7	24	nt	-2
COCCNC(=O)c1cccc(S(=O)(=O)N2CC3(C)CC2CC(C)(C)C3)c1 (stereo not drawn)	0	4.2	3	1	-31	1.4	nt	0.9	nt
Clc1nccc(NCc2ccccc2)n1	1	-1.4	-1	5	-9	-0.7	0.4	-3.6	nt
O=C(COC(=O)c1ccc(F)cc1F)Nc1cccc(S(=O)(=O)N2CCOCC2)c1	0	-1.2	2	2	-8	i	-0.7	1.2	nt
COc1ccc(CCNC(=O)c2cc3c(=O)n(C)c4ccccc4c3n2C)cc1OC	0	0.7	4	-6	-7	-0.2	-1.0	1.6	-4
O=C(/C=C/c1cccc([N+](=O)[O-])c1)N1CCN(S(=O)(=O)c2cccs2)CC1	2	-1.2	4	-22	-1	i	-0.4	0.8	-4
Cc1ccc2nsnc2c1S(=O)(=O)N1CCCC1C(=O)O (stereo not drawn)	-4	1.3	9	-21	5	-0.6	-0.8	-0.1	3

Compound profiles, as listed above. Values in the order: Anthrax LF inh2 | BoNT-A LC inh2 | Yp Topo-I inh | PrPC surface inh | SSB-PriA inh | BH1578 lux ind | PfHsp40 yeast | TcdB inh | SARS 3CLpro inh
Results for `COCCNC(=O)c1cccc(S(=O)(=O)N2CC3(C)CC2CC(C)(C)C3)c1` (stereo not drawn) : 0 | 4.2 | 3 | 1 | -31 | 1.4 | nt | 0.9 | nt
Results for `C[C@H](NC(=O)c1ccc2c(c1)OCO2)c1nnc2ccccn12` : -1 | -0.5 | -8 | nt | -8 | 2.4 | -0.6 | -5.6 | 2
Results for `O=C(/C=C/c1cccc([N+](=O)[O-])c1)N1CCN(S(=O)(=O)c2cccs2)CC1` : 2 | -1.2 | 4 | -22 | -1 | i | -0.4 | 0.8 | -4
Results for `Cc1ccc2nsnc2c1S(=O)(=O)N1CCCC1C(=O)O` (stereo not drawn) : -4 | 1.3 | 9 | -21 | 5 | -0.6 | -0.8 | -0.1 | 3

(continued)
SMILES	Anthrax LF inh2	BoNT-A LC inh2	Yp Topo-I inh	PrPC surface inh	SSB-PriA inh	BH1578 lux ind	PfHsp40 yeast	TcdB inh	SARS 3CLpro inh
COC(=O)/C(=C\C(=O)c1ccccc1)Nc1cccc(C(F)(F)F)c1	-5	-0.6	-6	-6	5	-0.3	-1.9	nt	3
Cc1cccc(C)c1NC1=NC(=S)N(c2ccccc2)C12CCOC(C)(C)C2 (stereo not drawn)	0	-0.4	-7	2	-8	-3.1	2.1	nt	0
COc1cc(C(=O)Nc2sc3c(c2C#N)CCN(C(C)=O)C3)cc(OC)c1OC	-10	0.2	4	-13	-17	-0.3	0.7	-1.4	8
CC(C)c1ccc(C(=O)CSc2ncn[nH]2)cc1	2	0.3	3	4	-7	0.1	2.5	0.8	-7
CC(OC(=O)c1cccs1)C(=O)Nc1nc(-c2ccccc2)cs1 (stereo not drawn)	-2	-1.4	2	-2	-11	i	-0.4	0.9	1
CCOC(=O)N1CCN(Cc2nc(-c3ccc(OC)cc3)no2)CC1	-3	0.4	-4	nt	-4	-0.2	-1.3	-1.1	-3
CC(=O)Oc1ccc(C(=O)Nc2cccc(-c3nnc(-c4ccco4)o3)c2)cc1	-2	-0.4	9	4	-18	-0.1	0.0	1.6	-4
Cc1ccc(S(=O)(=O)NC(=O)C2CCCCC2)cc1	-1	-0.1	-2	2	-3	-0.6	-1.2	0.0	nt
COc1cccc(OCC(=O)NNC(=O)CCc2ccccc2)c1	3	-0.4	3	0	3	-0.7	nt	0.6	-2
C/C(=N\N1CCN(Cc2ccccc2)CC1)c1ccco1	1	0.1	0	-4	nt	-2.2	-1.0	0.3	4
Nc1nnc(CSCc2ccc(F)cc2)s1	2	0.9	5	-1	-3	0.6	-0.6	nt	1
COc1ccccc1NC(=O)COC(=O)CCc1ccc(S(=O)(=O)N2CCOCC2)cc1	-15	0.0	9	-2	-8	i	-0.8	1.4	nt
O=C(CNC(=O)OCc1ccccc1)NC1CCCCNC1=O (stereo not drawn)	-14	-2.7	2	1	-12	-7.7	0.0	0.6	-2
CCCCc1c(O)nc(SCC(=O)c2ccccc2)n(-c2ccccc2OC)c1=O	17	2.8	0	1	-2	-1.6	1.5	-1.5	6
COc1ccccc1C(=O)N1C(CC(=O)Nc2ccccc2C)C(=O)NC2CCCCC21 (stereo not drawn)	1	1.6	1	4	0	0.1	0.9	-9.7	-6
CC(NC(=O)C1CCCCC1)C(c1cccs1)N1CCN(C)CC1 (stereo not drawn)	-8	0.1	0	2	-9	-0.6	1.3	-0.1	nt
C=C(C)C1CC=C(C)/C(=N\NC(=O)CNc2ccccc2OC)C1 (stereo not drawn)	0	-0.5	-11	-4	nt	-0.6	-2.1	1.1	-1
O=C(Nc1cc(Cl)cc(Cl)c1)c1coc(=O)c(Br)c1	2	-6.1	1	1	-8	1.0	0.7	0.0	-2
CCn1c(C)nc2cc(C(=O)NNC(=O)Nc3ccc(Cl)cc3)ccc21	6	-0.7	2	0	-5	0.1	-0.4	-0.1	-3
CCn1c(SCC(=O)NC2CCCc3ccccc32)nnc1-c1cccs1 (stereo not drawn)	-2	0.3	8	-3	-8	-0.4	-0.8	nt	3
CCN1C(=O)[C@H]2[C@@H](c3ccc(C)cc3)N[C@]3(CCCN(Cc4ccc(Cl)cc4)C3=O)[C@H]2C1=O	-6	-0.1	4	-3	nt	i	nt	0.8	nt
CCc1ccc(NC(=O)c2cc(C)nn2-c2ccccc2)cc1	-10	-2.6	-4	2	4	-1.2	-0.2	1.1	-3

An excerpt; rates above refer to the full screens.
